GPR151 activ – human GPR151 activation. Q8TDV0. PathHunter beta-arrestin GPR151 cells, luminescence. activation, % at 11.2 µM. 650,000 compounds, 1% hits. AID 1508602; in the data active = activation above about 4.9%;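 also: 0% = median of compound wells and 100% = cells with positive control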
Target sequence (Q8TDV0 whole entry, looked up): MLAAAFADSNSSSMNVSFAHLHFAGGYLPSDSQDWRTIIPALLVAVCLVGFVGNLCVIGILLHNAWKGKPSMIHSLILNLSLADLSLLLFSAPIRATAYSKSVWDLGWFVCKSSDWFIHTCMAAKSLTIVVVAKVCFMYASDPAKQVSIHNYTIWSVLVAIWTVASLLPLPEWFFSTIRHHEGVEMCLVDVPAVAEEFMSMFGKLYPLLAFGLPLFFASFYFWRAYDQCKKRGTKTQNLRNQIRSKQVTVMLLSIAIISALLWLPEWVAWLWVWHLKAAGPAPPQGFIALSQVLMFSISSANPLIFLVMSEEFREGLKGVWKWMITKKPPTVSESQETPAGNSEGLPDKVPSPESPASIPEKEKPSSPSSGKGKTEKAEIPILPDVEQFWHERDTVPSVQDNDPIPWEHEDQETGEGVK
FBW7 activator – human FBW7 E3 ligase activation, primary screen; Q969H0; AlphaScreen FBW7–phospho-cyclin E peptide binding, activator screen; normalized activity (activation), % at 26.1 µM; 650,000 compounds, 0.13% hits; AID 1259310; in the data active = normalized activity above about 1.9%;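 also: purified mutant Fbw7 with reduced substrate affinity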
MITF primary – inhibitors of human MITF; 650,000 compounds, 0.91% hits; inhibition, % at 2.6 µM; O75030; AlphaScreen MITF homodimerization, bead proximity signal; in the data active = inhibition above about 50%;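 also: 0% = vehicle wells with protein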
Target sequence (O75030 whole entry, looked up): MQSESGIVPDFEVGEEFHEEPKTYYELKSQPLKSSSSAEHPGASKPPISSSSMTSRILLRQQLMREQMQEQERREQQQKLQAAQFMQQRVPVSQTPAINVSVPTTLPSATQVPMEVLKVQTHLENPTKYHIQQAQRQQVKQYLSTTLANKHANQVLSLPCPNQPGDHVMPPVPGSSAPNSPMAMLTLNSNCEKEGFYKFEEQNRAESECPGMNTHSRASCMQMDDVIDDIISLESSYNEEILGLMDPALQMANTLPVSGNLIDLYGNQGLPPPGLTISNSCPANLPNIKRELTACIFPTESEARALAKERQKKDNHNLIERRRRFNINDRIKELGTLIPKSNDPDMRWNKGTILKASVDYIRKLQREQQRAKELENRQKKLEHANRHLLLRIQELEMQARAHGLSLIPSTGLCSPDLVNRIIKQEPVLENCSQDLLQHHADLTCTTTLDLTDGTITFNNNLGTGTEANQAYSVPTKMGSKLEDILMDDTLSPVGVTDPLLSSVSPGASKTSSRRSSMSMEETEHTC
TEAD-YAP inh – TEAD-YAP interaction inhibition. 640,000 compounds, 1.4% hits. HEK-TIYL cells, TEAD-Gal4/YAP UAS-luciferase luminescence. AID 1259422. inhibition, % at 9.12 µM; in the data active = inhibition above about 32%;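 also: 0% = median of test compound wells and 100% = reference inhibitor wells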
Starred values were filed as active, the others as inactive.

structure,GPR151 activ,FBW7 activator,MITF primary,TEAD-YAP inh
O=C(NCC1(c2ccccc2)CCCC1)c1ccccc1[N+](=O)[O-],-0.5,0.1,-8.3,-6.4
O=C(CO)Nc1nc(-c2ccc(Br)cc2)cs1,-1.0,-0.4,-4.5,-10.8
CCCCN(C)CCNC(=O)C1c2ccccc2C(=O)N2CCc3ccccc3C12 (stereo not drawn),2.3,0.0,3.3,-2.1
Cc1cc2c(c(=O)o1)C(C(C)C)C(C#N)=C(N)O2 (stereo not drawn),-0.7,0.0,11.2,-4.5
O=C(COC(=O)c1ccc2nc(-c3ccccc3)c(-c3ccccc3)nc2c1)c1ccc([N+](=O)[O-])cc1,-0.7,-0.1,11.5,-3.1
Cc1nnc(SCC(=O)Nc2sccc2C#N)[nH]c1=O,0.7,-0.1,10.3,11.0
CC(C)n1c(Nc2ccc(N3CCOCC3)cc2)nc2c(NCCO)ncnc21,-0.5,0.0,-9.2,2.7
CN(C)c1ccc(/C=C2/N=C(c3cccs3)OC2=O)cc1,-1.3,-0.1,-12.3,0.1
Cc1nc(SCC(=O)N2CCc3ccccc3C2)c2c(C)c(C)sc2n1,0.6,0.2,0.8,2.2
CCC1CCCCN1CCNC(=O)C1CCN(S(=O)(=O)c2c(C)noc2C)CC1 (stereo not drawn),1.0,0.1,-5.8,-9.9
COc1ccc(CCNC(=O)c2ccccc2N(Cc2ccccc2)S(=O)(=O)c2ccc(C)cc2)cc1OC,-1.5,0.0,11.3,9.2
O=C1OC(/C=C/c2cccc(Cl)c2Cl)=NC/1=C\c1cccc2ccccc12,-2.1,0.1,6.9,6.0

The list continues:
structure,GPR151 activ,FBW7 activator,MITF primary,TEAD-YAP inh
CC(C)CC(C(=O)N1CCCC1)N1Cc2ccccc2C1=O (stereo not drawn),-0.3,0.8,8.2,9.5
Cc1cccnc1NC(=O)CCNS(=O)(=O)c1cc(Br)cnc1N,-0.1,0.1,6.6,1.1
CC1(C)CC(=O)C2=C(C1)N(c1ccccc1)C(N)=C(C#N)C2c1ccc(F)cc1 (stereo not drawn),1.3,0.0,-2.2,-3.9
COCc1cc(=O)[nH]c(/N=C(\NC(=O)c2ccc(C)cc2)Nc2cccc(Cl)c2)n1,-0.1,-0.1,4.9,0.3
CCc1ccc(-n2nnnc2SCC(=O)Nc2nc(C)c(C)s2)cc1,-0.5,-0.1,-22.5,13.2
Cc1cccc(/C(N)=N/OC(=O)c2cccc3ccccc23)c1,-0.4,0.0,8.4,7.9
Fc1ccccc1NC(=S)N1CCN(Cc2ccc3c(c2)OCO3)CC1,-0.6,-0.1,-11.5,-5.0
CCCCOc1ccc(-c2nnc(-c3ccc(-c4ccccc4)cc3)o2)cc1,5.5*,-0.1,4.8,2.0
CN1CCN(NC(=O)COc2ccc([N+](=O)[O-])cc2)CC1,0.5,-0.1,-2.2,-9.5
Cc1nn2c(C3CCN(C(=O)OC(C)(C)C)CC3)ccnc2c1-c1cccs1,1.4,0.0,-3.0,-5.8
C/C(=N\NC(=O)c1ccccc1Br)c1ccc2c(c1)OCCO2,-0.3,-0.1,-4.1,-3.9
COc1ccc2c(c1)N(C(=O)Nc1ccc(Cl)cc1)C(C)(C)C=C2C,1.6,-0.2,-0.9,-1.9

(list continues)
structure,GPR151 activ,FBW7 activator,MITF primary,TEAD-YAP inh
CSC1=NC2(CCCCC2)NC2=C1CCCC2,0.1,1.4,5.2,17.3
CCOc1ccc(S(=O)(=O)Nc2ccc(OCC(=O)O)cc2)cc1,0.4,0.0,-10.0,10.5
COc1ccc(C2C(C(C)=O)=C(O)C(=O)N2c2nc3ccccc3s2)c(OC)c1 (stereo not drawn),0.1,-0.2,0.6,46.9*
O=C(CC(NCc1cccnc1)C(=O)O)c1ccc(C2CCCCC2)cc1 (stereo not drawn),-0.3,-0.1,8.5,-0.6
Cc1cc(F)ccc1NC(=O)C1CCC(CNc2c(N3CCCCC3)c(=O)c2=O)CC1 (stereo not drawn),-0.1,0.2,-9.7,-15.3
COc1ccccc1C(=O)NC1CC(=O)N(c2cccc(F)c2)C1 (stereo not drawn),-1.9,0.9,15.8,-4.3
C1CCC(N2CCN(c3nc4nonc4nc3N3CCSCC3)CC2)C1,1.3,-0.1,1.6,-3.3
CCOC(=O)N1CCN(c2c(NCCc3ccc(OC)c(OC)c3)c(=O)c2=O)CC1,-1.6,-0.1,-3.4,1.6
NC(=O)c1ccc(NC(=O)COc2ccc(F)c(Cl)c2)cc1,0.7,-0.1,-7.0,1.7
COC(=O)c1ccccc1NC(=O)Cn1c(SC)nc2ccccc21,1.0,0.1,-6.6,-3.1
CC(C)c1ccccc1NC(=O)c1ccccc1Cl,1.5,-0.1,2.7,7.3
Cc1ccc(S(=O)(=O)N2CCN(Cc3nc(C(C)(C)C)cs3)CC2)cc1C,2.9,-0.1,3.8,11.2

Further results
structure,GPR151 activ,FBW7 activator,MITF primary,TEAD-YAP inh
CN(C)C(CNC(=O)Nc1ccc2c(c1)OCO2)c1ccsc1 (stereo not drawn),-2.9,0.1,10.7,-33.9
Cc1nc2ccc3nc(NC(=O)c4ccco4)sc3c2s1,0.7,25.7*,-19.6,-48.0
COc1ccc(C2=N/C(=C\c3ccc(F)cc3)C(=O)O2)cc1,0.5,0.7,14.8,2.3
COc1ccc(-n2nc3c(c2NC(=O)Cc2cccc4ccccc24)CSC3)cc1,-0.9,0.0,5.4,-14.2
COc1ccc(C)cc1NS(=O)(=O)c1cc2[nH]c(=O)c(=O)[nH]c2cc1C,0.9,-0.1,-8.0,1.3
COc1ccc(NC(=O)/C=C\c2cn(-c3ccccc3)nc2-c2ccc(F)cc2)cc1,0.1,-0.3,-8.6,-13.1
O=C(c1ccc(Br)cc1)N1CCCCCC1,0.3,-0.1,8.3,7.6
O=C(CCCC1=NS(=O)(=O)c2ccccc2N1)NCCC1=CCCCC1,-1.1,1.4,6.8,5.7
Cc1ccc(-n2c(SCc3c(F)cccc3Cl)nc3ccsc3c2=O)cc1C,0.2,0.1,5.7,6.8
O=C(NC1(Cc2ccc(F)cc2)N=C2C=CC=CN2C1=O)c1ccccc1 (stereo not drawn),1.1,0.0,-1.4,0.4
O=P1(NCc2ccncc2)C=C(c2ccccc2)OC(c2ccccc2)=C1,0.3,-0.3,3.9,-7.1
Cc1c(Cl)cccc1-c1ccc(C(=O)Nc2ccc(N3CCOCC3)cc2)o1,0.2,0.5,9.7,-6.3

(cont.)
structure,GPR151 activ,FBW7 activator,MITF primary,TEAD-YAP inh
Fc1ccccc1CNCc1cc2cc3c(cc2nc1N1CCN2CCCC2C1)OCO3 (stereo not drawn),-0.7,-0.1,5.7,9.0
COc1ccc(-c2cnn3c(N4CCOCC4)ccnc23)c(OC)c1,-0.8,-0.1,-3.4,-6.8
CSCCC(NC(=O)c1ccc(Cl)cc1)C(=O)OCC(C)=O (stereo not drawn),0.2,0.0,0.3,3.6
O=C1NC(c2cc(I)ccc2Cl)=N/C1=C/c1cc2c(cc1Cl)OCO2,-1.1,0.0,8.7,0.2
C=CCOc1c(Br)cc(/C=c2\sc3n(c2=O)C(c2ccc4c(c2)OCO4)C(C(=O)OCC)=C(C)N=3)cc1OC (stereo not drawn),-1.9,0.0,7.4,-4.2
CCCC(C)NC(=O)CN(c1ccccc1CC)S(C)(=O)=O (stereo not drawn),4.6,0.0,1.6,9.9
Nc1ccc2nc(SCC(=O)Nc3ccc(Br)cc3)sc2c1,0.5,0.2,14.0,-4.5
CC(=O)Nc1ccc(Nc2nc(Nc3ccc(N4CCOCC4)cc3)nc3c2ncn3-c2ccccc2)cc1,-1.8,0.0,8.4,-2.2
COCC(C)NC(=O)CSc1nc2nc(C)cc(C)n2n1 (stereo not drawn),-0.4,0.0,1.5,0.7
C=CCOC(=O)COc1cc2oc(=O)cc(CC)c2cc1Cl,-1.2,-0.1,1.9,2.7
COc1ccc(CNC(=O)c2cc(S(=O)(=O)N3CCCCC3)ccc2F)cc1,-0.6,0.0,4.3,1.9
O=C(Nc1nnc(C(F)(F)F)s1)c1ccc(Br)s1,-2.4,0.2,9.7,-19.2

(further entries)
Fields: GPR151 activ, FBW7 activator, MITF primary, TEAD-YAP inh
CCOC(=O)C1=C(C)NC2=C(C(=O)C(C(=O)OC)C(C)C2)C1c1ccc(C)cc1 (stereo not drawn)
 : -1.6, 0.5, 10.0, -1.4
COc1ccc(-c2csc(NC(=O)c3c(F)cccc3F)n2)cc1OC
 : 0.6, -0.2, -4.1, 1.9
CN(CCc1ccccn1)C(=O)CCC1CCCN(S(=O)(=O)Cc2ccccc2)C1 (stereo not drawn)
 : -1.2, 0.1, 10.9, -3.0
CC(C)n1cnc2c(NCCc3ccc(O)cc3)nc(Cl)nc21
 : 0.0, 0.2, -13.4, 1.5
O=C(CNC(=O)c1ccc(F)cc1)Nc1ccccc1C(F)(F)F
 : -0.4, 0.5, 12.7, -3.2
COC(=O)c1cccc(NC(=O)/C(=C\c2ccc(OC)cc2)NC(=O)c2ccccc2OC)c1
 : 0.3, -0.1, 9.6, -6.1
COc1cc(C)c(Cl)cc1S(=O)(=O)N1CC(C)OC(C)C1 (stereo not drawn)
 : -1.1, -0.3, 12.1, -1.9
COc1cccc(CN2CCN(C(=O)c3ccn[nH]3)[C@@H](C)C2)c1
 : -0.7, 0.6, 3.5, 4.7
CCN1/C(=c2/sc3nc4ccccc4n3c2=O)Sc2ccc(Cl)cc21
 : 0.4, 0.0, -12.7, -6.9
COc1ccc(NC(=O)CSc2nnc(-c3cccs3)n2N)cc1S(N)(=O)=O
 : 3.1, -0.1, -4.0, -8.7

Other records:
Fields: GPR151 activ, FBW7 activator, MITF primary, TEAD-YAP inh
COc1ccc(N=Cc2ccc(N3CCOCC3)c([N+](=O)[O-])c2)cc1
 : 0.2, 0.0, 16.8, 10.3
O=C(O)CN1C(=O)S/C(=C\c2cn(CC(=O)N3CCOCC3)c3ccccc23)C1=O
 : 1.9, 0.1, 4.8, 0.0
Cc1noc(C)c1S(=O)(=O)N1CCCC(C(=O)NCCc2ccccc2)C1 (stereo not drawn)
 : 1.3, -0.2, -8.5, -4.1
CCOCCP(=O)(c1ccccc1)c1ccccc1
 : 0.9, 0.2, 31.7, -4.3
COc1ccc(CNC(=O)c2ccc(S(=O)(=O)c3cccc(Cl)c3)c([N+](=O)[O-])c2)cc1
 : -1.6, -0.2, 6.0, 22.7
CCOC(=O)c1cnc2c(ccc3ccccc32)c1NCCCN1CCOCC1
 : -0.2, 1.0, 1.2, -5.6
CCOC(=O)c1ccc(CNC(C)(C)C)cc1
 : -0.1, 0.5, 2.4, 7.0
Cc1ccoc1C(=O)NCC1Cc2cccc(-c3ncccn3)c2O1 (stereo not drawn)
 : 0.6, 0.1, 18.8, -5.2
CCCCNC(=O)CSCc1nc(-c2ccc(CC)cc2)oc1C
 : -1.0, -0.1, 2.8, 4.2
Cc1ccc(C2NC(C(=O)O)Cc3c2[nH]c2ccccc32)cc1 (stereo not drawn)
 : 1.8, 0.2, -0.7, 6.2

Further compounds follow:
Fields: GPR151 activ, FBW7 activator, MITF primary, TEAD-YAP inh
O=C(Nc1ccc(C(=O)NC2CCCCC2)cc1)c1cccnc1
 : -1.3, -0.2, -8.6, -9.8
COC(=O)CS/C(=N\Nc1ccc(F)cc1F)C(C)=O
 : 2.0, 0.1, -18.9, -9.4
CC1CN(CC(=O)Nc2ccc(F)cc2)CC(C)O1 (stereo not drawn)
 : 2.6, -0.1, 55.2*, 3.8
COc1ccccc1N1C(=O)c2cccc3c(N4CCOCC4)c([N+](=O)[O-])cc(c23)C1=O
 : -0.8, -0.1, 0.5, 3.3
O=C(Nc1ccc(Br)cc1F)c1ccc(Cl)c([N+](=O)[O-])c1
 : -1.2, 0.2, 17.6, -12.4
O=C(CN1CCN(C2c3ccccc3-c3ccccc32)CC1)NCc1ccccc1
 : 1.6, 0.1, 4.9, -0.5

Structures shown so far with a CF3 group:
Fields: GPR151 activ, FBW7 activator, MITF primary, TEAD-YAP inh
O=C(Nc1nnc(C(F)(F)F)s1)c1ccc(Br)s1
 : -2.4, 0.2, 9.7, -19.2
O=C(CNC(=O)c1ccc(F)cc1)Nc1ccccc1C(F)(F)F
 : -0.4, 0.5, 12.7, -3.2

3 structures out of the list, ordered by molar mass, rising.
Fields: GPR151 activ, FBW7 activator, MITF primary, TEAD-YAP inh
Cc1cccnc1NC(=O)CCNS(=O)(=O)c1cc(Br)cnc1N
 : -0.1, 0.1, 6.6, 1.1
CN(CCc1ccccn1)C(=O)CCC1CCCN(S(=O)(=O)Cc2ccccc2)C1 (stereo not drawn)
 : -1.2, 0.1, 10.9, -3.0
COc1ccccc1N1C(=O)c2cccc3c(N4CCOCC4)c([N+](=O)[O-])cc(c23)C1=O
 : -0.8, -0.1, 0.5, 3.3

Bioassay records: PubChem BioAssay, The Scripps Research Institute Molecular Screening Center
